Screening data as filed in PubChem.
TcdB GH inh = TcdB glycohydrolase inhibition; TcdB glycohydrolase enzymatic assay, plate reader; 350,000 compounds, 0.24% hits; inhibition, % at 9.99 µM; in the data active = inhibition above about 10%
Target sequence (P18177 whole entry, looked up): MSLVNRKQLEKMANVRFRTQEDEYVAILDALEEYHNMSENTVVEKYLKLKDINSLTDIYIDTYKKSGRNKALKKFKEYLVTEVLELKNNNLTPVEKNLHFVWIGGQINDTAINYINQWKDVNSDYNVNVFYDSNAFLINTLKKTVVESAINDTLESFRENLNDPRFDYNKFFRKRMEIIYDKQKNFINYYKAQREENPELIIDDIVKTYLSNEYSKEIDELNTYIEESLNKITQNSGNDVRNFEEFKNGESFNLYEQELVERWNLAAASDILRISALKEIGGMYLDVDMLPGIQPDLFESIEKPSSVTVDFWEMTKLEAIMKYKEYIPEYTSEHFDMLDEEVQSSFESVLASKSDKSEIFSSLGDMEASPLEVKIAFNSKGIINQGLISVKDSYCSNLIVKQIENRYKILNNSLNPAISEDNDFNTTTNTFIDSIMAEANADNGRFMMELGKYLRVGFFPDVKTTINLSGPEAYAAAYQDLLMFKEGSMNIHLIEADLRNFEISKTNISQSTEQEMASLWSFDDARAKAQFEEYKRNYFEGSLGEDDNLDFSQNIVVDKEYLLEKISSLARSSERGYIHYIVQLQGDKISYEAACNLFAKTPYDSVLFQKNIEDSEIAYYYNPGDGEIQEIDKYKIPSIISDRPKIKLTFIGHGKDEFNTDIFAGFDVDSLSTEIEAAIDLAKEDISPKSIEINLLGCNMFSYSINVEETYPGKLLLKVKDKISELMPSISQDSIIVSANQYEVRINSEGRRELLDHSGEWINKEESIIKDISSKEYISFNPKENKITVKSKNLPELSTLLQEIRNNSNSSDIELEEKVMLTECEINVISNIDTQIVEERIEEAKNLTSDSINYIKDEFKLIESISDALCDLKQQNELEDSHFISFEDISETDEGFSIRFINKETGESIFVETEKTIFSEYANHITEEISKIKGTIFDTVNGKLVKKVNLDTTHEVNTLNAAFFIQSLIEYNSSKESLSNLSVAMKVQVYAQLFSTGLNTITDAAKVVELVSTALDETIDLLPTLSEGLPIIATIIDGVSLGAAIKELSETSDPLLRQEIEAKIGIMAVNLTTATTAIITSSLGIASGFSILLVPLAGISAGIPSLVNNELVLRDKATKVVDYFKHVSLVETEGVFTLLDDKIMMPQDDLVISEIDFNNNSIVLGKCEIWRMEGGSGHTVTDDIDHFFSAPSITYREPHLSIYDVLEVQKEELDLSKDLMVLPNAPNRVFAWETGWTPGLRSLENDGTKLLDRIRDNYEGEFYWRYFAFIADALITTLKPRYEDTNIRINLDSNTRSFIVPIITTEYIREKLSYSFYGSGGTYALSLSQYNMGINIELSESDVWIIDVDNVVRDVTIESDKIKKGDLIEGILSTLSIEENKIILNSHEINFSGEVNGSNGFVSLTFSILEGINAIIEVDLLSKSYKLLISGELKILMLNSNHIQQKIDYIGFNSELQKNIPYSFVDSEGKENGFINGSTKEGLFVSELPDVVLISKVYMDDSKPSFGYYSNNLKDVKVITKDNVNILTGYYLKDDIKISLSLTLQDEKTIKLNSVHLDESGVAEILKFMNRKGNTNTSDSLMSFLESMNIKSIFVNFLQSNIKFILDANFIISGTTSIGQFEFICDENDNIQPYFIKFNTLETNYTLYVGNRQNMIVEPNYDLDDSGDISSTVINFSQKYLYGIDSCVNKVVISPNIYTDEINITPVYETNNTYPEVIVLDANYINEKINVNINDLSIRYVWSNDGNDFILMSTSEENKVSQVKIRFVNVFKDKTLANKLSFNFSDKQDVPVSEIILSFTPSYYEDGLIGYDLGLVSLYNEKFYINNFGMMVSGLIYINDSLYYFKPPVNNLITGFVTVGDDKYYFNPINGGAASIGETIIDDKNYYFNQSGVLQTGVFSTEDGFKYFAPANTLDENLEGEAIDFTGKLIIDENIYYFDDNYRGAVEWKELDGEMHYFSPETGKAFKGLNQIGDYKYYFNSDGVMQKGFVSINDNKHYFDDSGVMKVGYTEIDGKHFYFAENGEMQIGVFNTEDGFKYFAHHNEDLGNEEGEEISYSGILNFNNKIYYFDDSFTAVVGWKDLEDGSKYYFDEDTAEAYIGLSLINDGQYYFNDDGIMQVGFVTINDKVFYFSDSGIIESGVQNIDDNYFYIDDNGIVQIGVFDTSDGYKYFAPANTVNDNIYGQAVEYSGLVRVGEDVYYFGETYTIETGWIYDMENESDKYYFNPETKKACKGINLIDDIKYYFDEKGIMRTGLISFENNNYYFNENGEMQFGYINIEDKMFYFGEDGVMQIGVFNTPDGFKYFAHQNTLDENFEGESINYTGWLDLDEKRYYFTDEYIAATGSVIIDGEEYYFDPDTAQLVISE
The depositor's hits bear a star; & = joins results of further samples. Some of the compounds tested, so the mix of outcomes need not match the whole.

No. | structure | TcdB GH inh
1 | COCC#Cc1cnc2c(c1)C(=O)N([C@H](C)CO)C[C@H](C)[C@@H](CN(C)Cc1ccccc1F)O2 | 0.6
2 | C[C@H](CO)N1C[C@H](C)[C@H](CN(C)C(=O)Cc2ccccc2)OCCCC[C@H](C)Oc2ccc(NS(=O)(=O)c3cn(C)cn3)cc2C1=O | 0.8
3 | O=C(C[C@H]1C[C@@H]2c3cc(NC(=O)NC4CCCC4)ccc3O[C@@H]2[C@@H](CO)O1)NCc1ccccc1 | -0.7
4 | O=C(Nc1cc(F)ccc1F)N1[C@@H]2CNC[C@H]1C2c1ccc(-c2ccncc2)cc1 (some centres undefined) | -0.8
5 | COc1ccc(-c2ccc3c(c2)O[C@@H](CN(C)C(C)=O)[C@@H](C)CN([C@@H](C)CO)S3(=O)=O)cc1 | -2.7
6 | C[C@H]1CN([C@@H](C)CO)C(=O)CCCn2cc(nn2)CO[C@H]1CN(C)C(=O)Nc1cccc(C(F)(F)F)c1 | -3.2
7 | CO[C@@H]1CN(C)C(=O)c2cc(NC(=O)c3ccno3)ccc2OC[C@H](C)N(S(C)(=O)=O)C[C@H]1C | 0.0
8 | O=C(Nc1ccccc1)N1C[C@H]2[C@@H](c3ccccc31)[C@@H](CO)N2Cc1cocn1 | -10

Continued; the last five above are carried over.
No. | structure | TcdB GH inh
4 | O=C(Nc1cc(F)ccc1F)N1[C@@H]2CNC[C@H]1C2c1ccc(-c2ccncc2)cc1 (some centres undefined) | -0.8
5 | COc1ccc(-c2ccc3c(c2)O[C@@H](CN(C)C(C)=O)[C@@H](C)CN([C@@H](C)CO)S3(=O)=O)cc1 | -2.7
6 | C[C@H]1CN([C@@H](C)CO)C(=O)CCCn2cc(nn2)CO[C@H]1CN(C)C(=O)Nc1cccc(C(F)(F)F)c1 | -3.2
7 | CO[C@@H]1CN(C)C(=O)c2cc(NC(=O)c3ccno3)ccc2OC[C@H](C)N(S(C)(=O)=O)C[C@H]1C | 0.0
8 | O=C(Nc1ccccc1)N1C[C@H]2[C@@H](c3ccccc31)[C@@H](CO)N2Cc1cocn1 | -10
9 | O=C(Nc1ccc(F)cc1)N1[C@@H]2CNC[C@H]1C2c1ccc(-c2ccc(F)cc2)cc1 (some centres undefined) | -0.2
10 | COc1ccc(NC(=O)N(C)C[C@@H]2Oc3c(NC(=O)Nc4cccc5ccccc45)cccc3C(=O)N([C@@H](C)CO)C[C@@H]2C)cc1 | -0.2
11 | C[C@@H]1CN([C@H](C)CO)C(=O)c2cccc(NC(=O)c3cnccn3)c2O[C@@H]1CN(C)C(=O)Nc1cccc2ccccc12 | -2.1
12 | COc1ccc(CN(C)C[C@@H]2OCCCC[C@H](C)Oc3ccc(NC(=O)Nc4cccc5ccccc45)cc3C(=O)N([C@H](C)CO)C[C@@H]2C)cc1 | -0.7
13 | Cc1noc(C)c1S(=O)(=O)Nc1cccc2c1O[C@H](CN(C)S(C)(=O)=O)[C@H](C)CN([C@@H](C)CO)C2=O | -0.2
14 | CNC[C@H]1OCCCC[C@@H](C)Oc2ccc(NS(=O)(=O)c3ccc(C)cc3)cc2C(=O)N([C@H](C)CO)C[C@H]1C | -0.4
15 | COc1ccc(CN2[C@@H](CO)[C@@H]3c4ccccc4N(C(=O)NC(C)C)C[C@@H]32)cc1 | -20
16 | CC=Cc1ccc2n(c1=O)C[C@@H]1[C@@H](CO)[C@H](C(=O)NCc3ccccc3)[C@H]2N1S(C)(=O)=O (mixture of isomers) | -0.7

Next section
No. | structure | TcdB GH inh
17 | O=C(c1ccc(F)cc1)N1CCCCN2[C@H](C1)[C@@H](c1ccc(C#CC3(O)CCCC3)cc1)[C@@H]2CO | -1.4
18 | O=C1C=CCCN1C(=O)/C=C/c1cccc(C(F)(F)F)c1 | -0.3
19 | N#Cc1cccc(-c2ccc([C@H]3[C@@H](CO)N[C@@H]3CNC(=O)C3CCCC3)cc2)c1 | 0.4
20 | O=C(CC1CC1)N1CC[C@@H]2[C@H](CO)Nc3ccc(-c4ccccc4)cc3[C@@H]21 | 1.1
21 | CCC(=O)Nc1ccc2c(c1)C(=O)N(C)[C@@H]1CC[C@H](CC(=O)N[C@@H](C)c3ccccc3)O[C@@H]1CO2 | -0.3
22 | C[C@H](CO)N1C[C@H](C)[C@H](CN(C)S(=O)(=O)c2cccs2)Oc2ccc(NC(=O)Nc3ccc(C(F)(F)F)cc3)cc2CC1=O | 0.5
23 | Cc1ccc(-c2ccc(C3[C@H]4CNC[C@@H]3N4C(=O)NC(C)C)cc2)cc1 (some centres undefined) | -1.7&-0.1
24 | Cc1noc(C)c1NC(=O)N1C[C@H](O)COC[C@H]2O[C@H](CC(=O)N3CCc4ccccc4C3)CC[C@@H]21 | -1.5

Next section
No. | structure | TcdB GH inh
25 | C[C@H](CO)N1C[C@H](C)[C@H](CN(C)CC2CC2)Oc2ccc(NC(=O)Cc3cn(C)c4ccccc34)cc2CC1=O | 0.8
26 | CC(C)NC(=O)Nc1ccc2c(c1)CC(=O)N([C@H](C)CO)C[C@@H](C)[C@@H](CN(C)Cc1ccc(Oc3ccccc3)cc1)O2 | -3.2
27 | Cc1cccc(S(=O)(=O)N2CCCCN3[C@@H](CO)[C@H](c4ccc(-c5cccnc5)cc4)[C@@H]3C2)c1 | 0.5
28 | CC(C)NC(=O)N1[C@H](C#N)[C@@H](c2ccc(-c3ccc(F)cc3)cc2)[C@@H]1CO | -0.5
29 | C[C@@H]1CCCCO[C@H](CN(C)C(=O)Cc2ccccc2)[C@H](C)CN([C@H](C)CO)C(=O)c2cc(NS(=O)(=O)c3ccc(Cl)cc3)ccc2O1 | -3.5
30 | C[C@H](CO)N1C[C@H](C)[C@H](CN(C)Cc2ccc(C(F)(F)F)cc2)OCCCC[C@H](C)Oc2ccc(NS(=O)(=O)c3ccc(Cl)cc3)cc2C1=O | 1.3
31 | O=C(CCN1CCCCC1)NCC[C@@H]1CC[C@H](NC(=O)C2CC2)[C@@H](CO)O1 | -0.3
32 | O=C(c1ccccc1)N1CC[C@@H]2[C@@H](CO)Nc3ccc(-c4ccccc4F)cc3[C@@H]21 | -1.4

Further structures.
No. | structure | TcdB GH inh
33 | O=S(=O)(c1cccs1)N1CCCCN2[C@@H](CO)[C@H](c3ccc(C4=CCCC4)cc3)[C@@H]2C1 | -0.4
34 | CNC[C@@H]1Oc2ncc(-c3ccc(C)cc3)cc2C(=O)N([C@H](C)CO)C[C@@H]1C | 0.2
35 | C[C@@H]1CN([C@@H](C)CO)C(=O)c2cccc(NC(=O)NC3CCCCC3)c2O[C@H]1CN(C)CC1CC1 | 2.0
36 | CO[C@@H]1CN(C)C(=O)c2ccc(NS(C)(=O)=O)cc2OC[C@@H](C)NC[C@H]1C | -1.2
37 | C[C@H](O)C#Cc1ccc2c(c1)O[C@@H](CN(C)C)[C@H](C)CN([C@H](C)CO)S2(=O)=O | -0.6
38 | C[C@H](CO)N1C[C@H](C)[C@H](CN(C)C(=O)c2ccccn2)Oc2ncc(-c3ccc(F)cc3)cc2C1=O | 0.9
39 | C[C@H]1CN([C@@H](C)CO)C(=O)c2cc(NC(=O)Nc3ccc4c(c3)OCO4)ccc2O[C@H]1CN(C)S(=O)(=O)c1ccc(F)cc1 | 0.8
40 | C[C@@H]1CCCCO[C@@H](CN(C)S(C)(=O)=O)[C@H](C)CN([C@@H](C)CO)C(=O)c2cc(NS(=O)(=O)c3ccc(Cl)cc3)ccc2O1 | -0.3

(listing goes on)
No. | structure | TcdB GH inh
41 | COc1ccc(C#Cc2ccc3c(c2)[C@@H]2[C@@H](CCN2S(=O)(=O)c2cccc(OC)c2)[C@@H](CO)N3C)cc1 | -0.3
42 | Cc1ccc(S(=O)(=O)N[C@@H]2CC[C@H](CCn3cc(-c4ccccc4F)nn3)O[C@@H]2CO)cc1 | 0.5
43 | Cc1noc(C)c1C(=O)N(C)C[C@@H]1OCc2ccccc2-c2c(n(C)c3ccccc23)C(=O)N([C@@H](C)CO)C[C@@H]1C | 0.2
44 | O=C(CN1CCOCC1)NCC[C@@H]1CC[C@@H](NS(=O)(=O)c2ccc(F)cc2)[C@@H](CO)O1 | -1.7
45 | C[C@@H]1CN([C@@H](C)CO)C(=O)Cc2cc(NS(=O)(=O)c3ccccc3)ccc2O[C@@H]1CN(C)C(=O)Nc1ccccc1 | -0.8
46 | O=C(C[C@@H]1C[C@@H]2c3cc(NC(=O)NC4CCCCC4)ccc3O[C@@H]2[C@@H](CO)O1)NCc1cccnc1 | 0.3
47 | COc1ccc2c3c(n(C)c2c1)[C@@H](CO)N(CC1CC1)CC31CCN(C(=O)CN2CCOCC2)CC1 | -0.1
48 | COc1cccc(-c2ccc3c(c2)O[C@@H](CN(C)C)[C@@H](C)CN([C@H](C)CO)S3(=O)=O)c1 | 0.7

New compounds follow
No. | structure | TcdB GH inh
49 | O=C(NC1CCCC1)N1CC(=O)N2[C@H](CO)[C@H](c3ccc(/C=C/c4ccccc4)cc3)[C@@H]2C1 | -0.2
50 | COc1ccc(NC(=O)N(C)C[C@H]2Oc3ccc(NS(C)(=O)=O)cc3CC(=O)N([C@@H](C)CO)C[C@@H]2C)cc1 | 0.5
51 | C[C@@H]1CCCCO[C@H](CN(C)S(=O)(=O)c2ccc(F)cc2)[C@H](C)CN([C@@H](C)CO)C(=O)c2cc(NC(=O)C3CCCCC3)ccc2O1 | -0.5
52 | O=C(Cc1ccccn1)N[C@@H]1CC[C@H](CCNC(=O)c2cc(Cl)cc(Cl)c2)O[C@@H]1CO | -0.8
53 | O=C(C[C@@H]1C=C[C@@H](NC(=O)c2ccccc2)[C@H](CO)O1)NCc1ccncn1 | 0.6
54 | C[C@@H]1CN([C@@H](C)CO)C(=O)c2cccc(N(C)C)c2O[C@H]1CN(C)S(=O)(=O)c1ccc(Cl)cc1 | -1.5
55 | COc1ccc(CN(C)C[C@H]2Oc3ccc(NC(=O)C4CC4)cc3CC(=O)N([C@H](C)CO)C[C@@H]2C)cc1 | 1.0
56 | COc1ccc(NC(=O)N(C)C[C@@H]2Oc3c(cccc3N(C)C)C(=O)N([C@@H](C)CO)C[C@@H]2C)cc1 | 0.2

New compounds follow.
No. | structure | TcdB GH inh
57 | C[C@@H]1CN([C@H](C)CO)C(=O)c2cccc(NS(=O)(=O)c3ccccc3)c2O[C@H]1CN(C)S(=O)(=O)c1ccccc1 | -0.1
58 | CN1C[C@H]2[C@@H](c3ccccc31)[C@@H](CO)N2C(=O)c1ccccn1 | -0.5
59 | COc1ccc(NC(=O)Nc2ccc3c(c2)CC(=O)N([C@@H](C)CO)C[C@@H](C)[C@H](CN(C)S(=O)(=O)c2ccc(C)cc2)O3)cc1 | 0.4
60 | O=C(O)C[C@H]1C[C@@H]2c3cc(NC(=O)NC4CCCCC4)ccc3O[C@@H]2[C@@H](CO)O1 | -1.2
61 | CN1C(=O)c2cc(NC(=O)Cc3cccs3)ccc2OC[C@@H]2O[C@@H](CC(=O)N[C@@H]3CCN(Cc4ccccc4)C3)CC[C@@H]21 | 0.5
62 | C[C@H](CO)N1C[C@H](C)[C@@H](CN(C)CC2CC2)Oc2ccc(NS(=O)(=O)c3cn(C)cn3)cc2CC1=O | -1.9
63 | COc1ccc2c3c(n(C)c2c1)[C@H](CO)N(CC1CCCCC1)CC31CCN(C(=O)CN(C)C)CC1 | -3.3
64 | O=C(Nc1ccccc1)N1CCCCN2[C@H](CO)[C@@H](c3ccc(C#Cc4ccccc4)cc3)[C@@H]2C1 | 0.5

Additional records
No. | structure | TcdB GH inh
65 | C[C@H]1CN([C@@H](C)CO)C(=O)CCCn2nncc2CO[C@H]1CN(C)C(=O)OCc1ccccc1 | -0.5
66 | C[C@@H]1CN([C@@H](C)CO)C(=O)c2ccccc2-c2ccccc2CO[C@H]1CN(C)S(C)(=O)=O | 0.5
67 | C[C@H](CO)N1C[C@H](C)[C@@H](CN(C)C(=O)C2CCCCC2)Oc2cc(-c3ccccc3)ccc2S1(=O)=O | 1.6
68 | C[C@@H]1CN([C@H](C)CO)C(=O)c2cc(NC(=O)CCN3CCOCC3)ccc2O[C@H]1CN(C)Cc1ccc2c(c1)OCO2 | 0.2
69 | Cc1ccccc1S(=O)(=O)N1CCCCN2[C@H](CO)[C@@H](c3ccc(-c4cccnc4)cc3)[C@@H]2C1 | -1.4
70 | COc1ccc(S(=O)(=O)N2CCC3(CC2)CN(Cc2ccccc2OC)[C@@H](CO)c2[nH]c4cc(OC)ccc4c23)cc1 | -0.3
71 | O=C(N[C@@H]1CC[C@H](CCNC(=O)C2CCC2)O[C@H]1CO)c1ccncc1 | -1.5
72 | C[C@H](CO)N1C[C@H](C)[C@@H](CN(C)C(=O)Nc2ccc3c(c2)OCO3)Oc2ccc(NC(=O)Nc3cccc4ccccc34)cc2CC1=O | -0.1

The list goes on:
No. | structure | TcdB GH inh
73 | C[C@@H](NC(=O)C[C@@H]1CC[C@@H]2[C@H](COC[C@@H](O)CN2C(=O)Nc2cccc(F)c2)O1)c1ccccc1 | -0.7
74 | COc1ccc(NC(=O)Nc2ccc3c(c2)C(=O)N([C@@H](C)CO)C[C@@H](C)[C@H](CN(C)C(=O)Nc2ccc(C(F)(F)F)cc2)O3)cc1 | 0.6
75 | COCC(=O)N(C[C@@H]1N[C@@H](CO)[C@@H]1c1ccc(-c2cccnc2)cc1)C(C)C | -1.2
76 | COc1cccc(CNC(=O)C[C@H]2C=C[C@H](NS(=O)(=O)c3ccccc3OC)[C@H](CO)O2)c1 | -0.2
77 | O=C(O)C[C@@H]1CC[C@@H](NC(=O)CCN2CCCCC2)[C@@H](CO)O1 | 0.6
78 | C[C@H](CO)N1C[C@H](C)[C@H](CN(C)C(=O)NC2CCCCC2)Oc2ccc(NS(=O)(=O)c3cccs3)cc2CC1=O | 0.0
79 | C[C@@H]1CN([C@@H](C)CO)C(=O)c2cc(NC(=O)Nc3ccc(F)cc3)ccc2O[C@@H](C)CCCCO[C@@H]1CN(C)C(=O)NC1CCCCC1 | -0.9
80 | C[C@@H]1CN([C@H](C)CO)S(=O)(=O)c2ccc(-c3ccncc3)cc2O[C@H]1CN(C)S(=O)(=O)c1ccccc1F | -0.5
81 | COc1ccc(NC(=O)N[C@H]2CC[C@H](CCn3cc(-c4ccccc4)nn3)O[C@H]2CO)cc1 | -1.7
82 | O=C(NC[C@H]1[C@@H](c2ccccc2)[C@@H](CO)N1Cc1ccccc1)c1ccccn1 | -1.9
